Bioassay records (PubChem)
Cneo AK release: causes C. neoformans cell lysis | adenylate kinase release luminescence, 4 h; normalised: neutral wells 0, clomiphene wells 100 | lysis activity, % at 15 µM | hit rate 0.2% among 360,000 | AID 651654;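 active means mean lysis activity across replicates of at least 80%, whatever share of replicates individually reach that level; inactive means mean lysis activity below 80%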
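Assay system: log-phase C. neoformans yeast / Quantity: yeast cell density of 5 × 10^6 cells/mL / Medium: fresh YPD growth medium / Compound: single dose / Timing: static 4 h at 37 °C with compound, 1 h detection / Measured by: adenylate kinase release luminescence / Read-out: lysis from increased AK signal / Benchmarks: Clomiphene as positive lysis control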
LGR2 inh: Drosophila LGR2 receptor signaling inhibition | inhibition, % at 9.99 µM | hit rate 0.35% among 380,000 | AID 720647 | HEK293 LGR2, CRE-luciferase, bursicon-stimulated, 4 h;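 active means drop in luminescence signal, shown as inhibition above about 50% in the replicate tests, limit read from the data, passing the limit was not always enough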;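 further: agonist challenge used bursicon conditioned medium at about half maximal strength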
S100A4 inh HTS: blocks human S100A4 binding to myosin IIA peptide | hit rate 0.14% among 360,000 | inhibition, % at 10.7 µM | S100A4/TAMRA-MyoIIA peptide fluorescence polarization | AID 652163;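 active means mean inhibition of at least 70% across replicates, with every replicate also reaching that level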
Target sequence (P26447 whole entry, looked up): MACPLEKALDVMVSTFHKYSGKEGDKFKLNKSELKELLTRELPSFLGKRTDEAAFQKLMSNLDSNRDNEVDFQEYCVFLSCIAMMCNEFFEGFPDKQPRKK
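Material: S100A4 monomer protein / Buffer or medium: 50 mM HEPES pH 7.2, 10 mM CaCl2, 100 mM KCl / Times: 5 min incubation before reading / Benchmarks: neutral control DMSO, positive control TFP / Reagent: labelled myosin peptide probe, 5 nM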
ERAP1 inh: blocks human ERAP1 aminopeptidase activity; hit rate 0.15% among 340,000; AID 652197; inhibition, % at 10.7 µM; recombinant ERAP1, Leu-AMC fluorescence, 60 min;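 active means mean replicate inhibition of at least 30%, or all replicates individually reaching that 30% level; inactive means mean below 30% and not every replicate reaching it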;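 further: 0% = neutral control wells and 100% = L-leucinethiol positive control wells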
Target sequence (Q9NZ08 whole entry, looked up): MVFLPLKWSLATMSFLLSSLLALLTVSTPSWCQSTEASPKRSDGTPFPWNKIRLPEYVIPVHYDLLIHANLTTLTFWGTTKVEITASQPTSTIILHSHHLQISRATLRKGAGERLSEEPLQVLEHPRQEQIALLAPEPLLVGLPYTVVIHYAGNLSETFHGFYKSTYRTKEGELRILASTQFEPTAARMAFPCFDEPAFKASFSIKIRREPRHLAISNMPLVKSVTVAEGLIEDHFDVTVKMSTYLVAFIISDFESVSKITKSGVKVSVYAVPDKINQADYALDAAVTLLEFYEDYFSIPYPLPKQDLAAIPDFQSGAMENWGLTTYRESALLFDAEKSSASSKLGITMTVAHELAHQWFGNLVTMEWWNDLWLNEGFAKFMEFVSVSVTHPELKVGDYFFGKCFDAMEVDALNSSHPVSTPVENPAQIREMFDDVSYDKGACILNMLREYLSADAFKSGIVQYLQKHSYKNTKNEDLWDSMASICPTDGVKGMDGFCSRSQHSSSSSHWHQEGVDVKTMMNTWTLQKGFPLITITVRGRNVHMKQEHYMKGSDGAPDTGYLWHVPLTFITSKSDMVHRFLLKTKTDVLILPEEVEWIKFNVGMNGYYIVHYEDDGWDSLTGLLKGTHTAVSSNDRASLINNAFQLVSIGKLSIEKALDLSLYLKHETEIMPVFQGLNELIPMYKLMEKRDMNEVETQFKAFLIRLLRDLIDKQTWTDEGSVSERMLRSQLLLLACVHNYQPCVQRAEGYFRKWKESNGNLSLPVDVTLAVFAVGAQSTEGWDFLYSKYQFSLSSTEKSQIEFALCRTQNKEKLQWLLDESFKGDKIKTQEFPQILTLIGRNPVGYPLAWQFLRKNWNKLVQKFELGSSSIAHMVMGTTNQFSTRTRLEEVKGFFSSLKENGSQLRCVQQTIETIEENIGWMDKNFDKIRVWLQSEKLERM
Statin myotox sup: suppression of simvastatin myotoxicity; hit rate 0.78% among 330,000; C2C12 myotubes + simvastatin, ATP luminescence, 48 h; scaled: DMSO 0, geranylgeraniol control 100; rescue of ATP level, % at 7.49 µM;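 active means mean ATP rescue above about 67%, or every replicate alone reaching that limit, limit read from the data, passing the limit was not always enough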;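 further: myotubes were challenged with 10 µM simvastatin during compound exposure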
PGC1a acetyl inh: lowers PGC1a acetylation signal in U2OS cells; AlphaScreen anti-acetyl-lysine; with virally co-expressed GCN5 acetyltransferase; inhibition, % at 15.6 µM; hit rate 0.17% among 350,000;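 active means every replicate shows inhibition of at least 40%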;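 further: 0% = neutral control wells and 100% = positive control wells; some results beyond the cut were filed as inactive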
SIRT5 inh: inhibitors of human sirtuin-5 desuccinylase; Purified SirT5, succinyl-peptide AMC, trypsin-coupled fluorescence; hit rate 1.1% among 330,000; inhibition, % at 15 µM; Q9NXA8; in the data active means inhibition above about 15%
XiGFP reactiv: activators of X-chromosome reactivation in mouse fibroblasts | XiGFP mouse fibroblasts, % GFP-positive cells imaging, 3 d; cells co-treated with 5-aza-dC sensitizer; scaled so ellipticine positive control = 100% | activation, % at 7.58 µM | hit rate 0.055% among 360,000 | AID 743238;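 active means mean normalized replicate activation at least 10% and every replicate at or above 10%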;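 further: 0% = median of on-plate neutral control wells and 100% = ellipticine 6 µM median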
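System: 68-5-11 XiGFP fibroblast line | Buffer or medium: DMEM containing 5-aza-dC | Compound: Single point | Times: Compounds 3 days, fix/stain 15 min at room temperature | Benchmarks: Positive control ellipticine, 6 µM final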
Numbers without * were called inactive; · = no result given. Only part of the results is shown (hit frequency here may not be typical).

Values in the order – Statin myotox sup, PGC1a acetyl inh, LGR2 inh, XiGFP reactiv, S100A4 inh HTS, Cneo AK release, ERAP1 inh, SIRT5 inh
CCCCNC(=O)CSc1nnc(-c2ccc(S(=O)(=O)N3CCCC3)cc2)n1C
→ 1, -25, 16, ·, ·, -1, ·, ·
Cc1ccc([C@H]2C(C(=O)O)=CC[C@@H](c3ccc(C)cc3)N2S(=O)(=O)c2ccc(C)cc2)cc1
→ 17, 2, -2, -0.1, 2, -5, -2, -1
COc1ccc([C@H]2CC(=O)C=C(c3cc(F)ccc3OC)C2)cc1
→ 9, -29, 12, 0.1, -1, -1, -1, ·
Cc1nn(C(C)C(=O)O)c(C)c1[N+](=O)[O-] (configuration not stated)
→ 2, -1, 14, -0.1, -6, -1, -1, -2
COc1ccc(NC(=O)c2cc(C3CC3)nc3c2cnn3C(C)C)cc1OC
→ -28, -12, -10, -0.1, -4, -3, 3, 16*
C=CCn1c(COc2ccccc2F)nnc1SCC(=O)NC(=O)NCc1ccco1
→ -11, -38, 9, ·, ·, -1, ·, ·
O=C(CSc1ccccc1)Nc1ccc(N2CCOCC2)c(F)c1
→ -18, ·, -53, 0.1, -1, 0, 2, 0
COc1ccc(S(=O)(=O)Nc2ccc3c(c2)C(=O)N([C@H](C)CO)C[C@@H](C)[C@@H](CN(C)S(=O)(=O)c2ccc(C)cc2)O3)cc1
→ 0, 3, -15, -1.1, 3, 0, 0, -2
Cn1c(/C(C#N)=C/c2cccc(O)c2)nc2ccccc21
→ 3, 14, -65, 0.0, 5, 0, 2, 1
O=C(NCCc1cn2ccccc2n1)c1cc(COc2ccc3ncccc3c2)on1
→ -62, -1, 20, 0.1, -13, 1, 2, 1
CCCNC(=O)C[C@@H]1CC[C@@H]2[C@H](COC[C@H](O)CN2C(=O)Nc2c(C)noc2C)O1
→ -8, -1, -15, 0.0, 4, -2, -2, 0
COC(=O)c1cc(S(=O)(=O)NCC2CCN(CCc3cccs3)CC2)c[nH]1
→ -7, 0, -12, 0.2, -20, ·, -2, -3
COC(=O)N(C)C[C@H]1OCc2ccccc2-c2ccccc2C(=O)N([C@@H](C)CO)C[C@H]1C
→ 7, 9, 3, 0.1, 1, -2, -2, 1
CCc1ccc2[nH]c(=O)c(CN(CCN(C)C)C(=S)NCc3ccco3)cc2c1
→ ·, -8, -4, 0.0, -6, ·, 3, -2
CC(=O)Nc1cc(-c2ccc(N(C)C)cc2)cn2c(-c3ccc(F)c(Cl)c3)cnc12
→ 14, 2, -56, 4.8, -20, -20, -4, -3
NC(=O)C1CCN(C(=O)c2ccc(Oc3cc(Cl)cc(Cl)c3)o2)CC1
→ 9, ·, -14, 0.2, 8, 0, ·, -4
COc1ccc(-c2csc(N3CCN(c4cc5c(cc4Cl)nc(-c4ccncc4)n5CCOCCO)CC3)n2)cc1
→ 7, 8, 1, 0.0, -7, -1, -3, 1
Cc1ccc(S(=O)(=O)N(C)C[C@@H]2OCCCC[C@@H](C)Oc3ccc(NC(=O)CCCN(C)C)cc3C(=O)N([C@H](C)CO)C[C@H]2C)cc1
→ ·, -15, -7, 0.1, 9, -3, -1, -2
Cc1ccc(C(=O)Nc2nnc(CC(=O)N/N=C/c3ccc(O)c(O)c3)s2)cc1
→ 15, ·, -34, -0.1, -7, 1, 0, 3
COc1cccc(-c2ccc([C@H]3[C@H]4CN(C(=O)C5CCC5)CC(=O)N4[C@H]3CO)cc2)c1
→ ·, -19, -1, 0.3, 11, ·, -2, 3

Part of the list above in order of heavy-atom count, falling.
Values in the order – Statin myotox sup, PGC1a acetyl inh, LGR2 inh, XiGFP reactiv, S100A4 inh HTS, Cneo AK release, ERAP1 inh, SIRT5 inh
O=C(NCCc1cn2ccccc2n1)c1cc(COc2ccc3ncccc3c2)on1
→ -62, -1, 20, 0.1, -13, 1, 2, 1
CCCCNC(=O)CSc1nnc(-c2ccc(S(=O)(=O)N3CCCC3)cc2)n1C
→ 1, -25, 16, ·, ·, -1, ·, ·
Cn1c(/C(C#N)=C/c2cccc(O)c2)nc2ccccc21
→ 3, 14, -65, 0.0, 5, 0, 2, 1

The results go on.
Values in the order – Statin myotox sup, PGC1a acetyl inh, LGR2 inh, XiGFP reactiv, S100A4 inh HTS, Cneo AK release, ERAP1 inh, SIRT5 inh
Cc1ccc(S(=O)(=O)N2C[C@]3(O)C[C@@H]4C(=O)N(c5ccccc5)C(=O)[C@@H]4C[C@]3(OC(=O)NCc3ccco3)C2)cc1
→ -3, ·, -1, 0.2, -2, -1, 11, -2
Cc1noc(C)c1NC(=O)Nc1ccc2c(c1)C(=O)N([C@H](C)CO)C[C@H](C)[C@H](CN(C)S(=O)(=O)c1ccccc1)OCCCC[C@H](C)O2
→ ·, -2, -12, 0.3, -11, -2, 1, 5
O=C(NC(=O)c1c(Cl)cccc1Cl)Nc1ccc(Oc2cccnc2)nc1
→ ·, 7, -7, 0.0, 1, 1, -2, -5
CCS(=O)(=O)Nc1ccc2c(c1)C(=O)N(C)[C@H]1CC[C@@H](CC(=O)NCc3ccc(OC)cc3)O[C@@H]1CO2
→ -29, -2, -15, 0.0, -3, 0, 0, -1
CCOC(=O)C1(Cc2cccc(OC)c2)CCN(Cc2cccn2-c2nccs2)CC1
→ -4, 1, 4, 0.0, -4, -1, 11, 5
CCC(Sc1nc2ncccc2[nH]1)C(=O)NC1CCCC1 (configuration not stated)
→ 7, -11, 11, 0.0, -3, 0, ·, ·
C[C@H](CO)N1C[C@H](C)[C@H](CN(C)C(=O)c2ccccn2)Oc2ncc(C3=CCCC3)cc2C1=O
→ 9, -7, -4, -0.7, 3, -3, -2, -5
C[C@@H](C(=O)N(C)C[C@@H]1OCc2ccccc2-c2ccccc2C(=O)N([C@@H](C)CO)C[C@@H]1C)c1ccccc1
→ ·, 2, 0, -0.5, 8, -4, 5, -10
COc1cccc(C(C(=O)NC(C)(C)C)N(C(=O)CCC(=O)Nc2cc(C)on2)c2ccc3c(c2)OCCO3)c1OC (configuration not stated)
→ -71, 10, 2, 0.2, -3, 2, 0, 0
COc1ccc(Nc2ccccc2NC(=O)c2ccccc2Br)cc1
→ 5, -4, -6, 0.0, 5, 1, -5, -3
CCCCCC1CCC(c2n[nH]c(=S)n2C)CC1 (configuration not stated)
→ ·, ·, ·, 0.0, -7, ·, 5, -1
c1ccc(-n2cnc3cc(NCc4ccccn4)ccc32)cc1
→ -7, ·, -32, ·, 8, ·, 0, -4
CNC[C@@H]1Oc2ncc(C#Cc3cccc(F)c3)cc2C(=O)N([C@H](C)CO)C[C@@H]1C
→ ·, ·, -13, -0.8, 3, ·, 1, 8
C[C@H](CO)N1C[C@H](C)[C@H](CN(C)C(=O)C2CCC2)Oc2ncc(/C=C/c3ccccc3)cc2C1=O
→ ·, 1, -2, -1.1, -6, -2, 2, -12
CC1CCN(C(c2nnnn2CCc2ccccc2)C(C)C)CC1 (configuration not stated)
→ -8, ·, 14, 0.2, -8, ·, ·, 5
CC(C)Cn1c(SCC(=O)N2CCN(C(=O)c3ccco3)CC2)nc2ccccc2c1=O
→ ·, 6, -19, 0.0, -4, ·, 4, -3
CN1C(=O)c2cc(NC(=O)Cc3ccccc3)ccc2OC[C@H]2O[C@H](CC(=O)NCC3CC3)CC[C@H]21
→ 14, 3, 25, 0.0, -1, -2, ·, 0
Cn1c(C(=O)NC2CC2)cc2c(=O)n(C)c3ccccc3c21
→ 5, ·, -12, 0.2, 0, 11, 0, 2
O=C(Nc1ccccc1)N1CCCN(c2nccc(C(F)(F)F)n2)CC1
→ 1, 0, 20, 0.1, -5, 2, ·, -6
COC1=CC(=O)c2c(ccc3ncnc(N)c23)C1=O
→ ·, 66*, 96*, 19*, 0, ·, -3, 3

Two compounds from above with just LGR2 inh.
molecule	LGR2 inh
O=C(Nc1ccccc1)N1CCCN(c2nccc(C(F)(F)F)n2)CC1	20
CC(C)Cn1c(SCC(=O)N2CCN(C(=O)c3ccco3)CC2)nc2ccccc2c1=O	-19

Going on with the list:
Values in the order – Statin myotox sup, PGC1a acetyl inh, LGR2 inh, XiGFP reactiv, S100A4 inh HTS, Cneo AK release, ERAP1 inh, SIRT5 inh
Cc1nnc2ccc(N3CCN(C(=O)c4ccccc4)CC3)nn12
→ -6, -7, -7, -0.1, 0, 0, -4, 2
COc1ccc(C#Cc2ccc([C@H]3[C@@H](CO)N4C(=O)CN(C(=O)C5CCOCC5)C[C@H]34)cc2)cc1
→ ·, -10, -10, 0.0, -6, ·, -1, 1
O=C(Oc1ccc(N(Cc2cccs2)C2=NS(=O)(=O)c3ccccc32)cc1)c1ccccc1Cl
→ -22, 46, 16, ·, ·, 3, ·, ·
COc1ccc(C(=O)c2oc3ccc(OC)cc3c2NC(C)=O)cc1
→ ·, 0, -9, 0.1, 1, ·, 1, -3
C/C=C/c1ccc([C@@H]2[C@@H](CO)N(C(C)=O)[C@H]2CNC(=O)c2ccccc2)cc1
→ 22, 5, 19, 0.0, -8, -8, -3, 3
CCCNC(=O)C[C@H]1C[C@H]2c3cc(NC(=O)C4CCOCC4)ccc3O[C@H]2[C@@H](CO)O1
→ -6, -8, 1, 0.1, 2, 1, 1, -2
CCCn1cc(S(=O)(=O)c2ccc(Cl)cc2)c(=O)c2cc(OC)ccc21
→ 10, -1, -25, 0.0, -2, 0, 1, 0
Cc1nn(C(C)C(=O)NC2CC2)c(=O)c2nn(-c3ccccc3)c(C)c12 (configuration not stated)
→ -1, -8, -11, 0.1, 5, 1, -2, -3
CCC(CC)NC(=O)CN(c1ccccc1OC)S(=O)(=O)c1cccs1
→ 1, 0, 0, 0.1, -1, 2, -3, -2
C[C@H](CO)N1C[C@H](C)[C@@H](CN(C)Cc2ccc(C(F)(F)F)cc2)OCCCC[C@H](C)Oc2ccc(NC(=O)CCC(F)(F)F)cc2C1=O
→ -9, 7, 11, -1.1, -26, 6, 0, 8

Compound profiles, from the list above. Screens in order: Statin myotox sup | PGC1a acetyl inh | LGR2 inh | XiGFP reactiv | S100A4 inh HTS | Cneo AK release | ERAP1 inh | SIRT5 inh
Cc1nn(C(C)C(=O)NC2CC2)c(=O)c2nn(-c3ccccc3)c(C)c12 (configuration not stated) across the screens: -1 | -8 | -11 | 0.1 | 5 | 1 | -2 | -3
CCCn1cc(S(=O)(=O)c2ccc(Cl)cc2)c(=O)c2cc(OC)ccc21 across the screens: 10 | -1 | -25 | 0.0 | -2 | 0 | 1 | 0
CCC(CC)NC(=O)CN(c1ccccc1OC)S(=O)(=O)c1cccs1 across the screens: 1 | 0 | 0 | 0.1 | -1 | 2 | -3 | -2
COc1ccc(C(=O)c2oc3ccc(OC)cc3c2NC(C)=O)cc1 across the screens: · | 0 | -9 | 0.1 | 1 | · | 1 | -3
O=C(Oc1ccc(N(Cc2cccs2)C2=NS(=O)(=O)c3ccccc32)cc1)c1ccccc1Cl across the screens: -22 | 46 | 16 | · | · | 3 | · | ·
